# Assay outcomes deposited in PubChem BioAssay by National Center for Advancing Translational Sciences (NCATS).
# WRN helicase inh = qHTS for Inhibitors of WRN Helicase; Bifunctional 3'-5' exonuclease/ATP-dependent helicase WRN (Homo sapiens), Q14191; WRN helicase unwinding, fluorescent forked duplex, kinetic; Potency, µM (doses to about 114 µM), inactives show at the top dose activity change, negative = inhibition, actives largely listed as inhibitors; hit rate 0.46% among 360,000; AID 651768, 2012; also: potency is read from the fitted curve at half-maximal effect; % is scaled to controls: 0 for no effect and ±100 for the full control effect; nearly all actives have a fitted effect of over 55% in size
# Target sequence (Q14191 whole entry, looked up): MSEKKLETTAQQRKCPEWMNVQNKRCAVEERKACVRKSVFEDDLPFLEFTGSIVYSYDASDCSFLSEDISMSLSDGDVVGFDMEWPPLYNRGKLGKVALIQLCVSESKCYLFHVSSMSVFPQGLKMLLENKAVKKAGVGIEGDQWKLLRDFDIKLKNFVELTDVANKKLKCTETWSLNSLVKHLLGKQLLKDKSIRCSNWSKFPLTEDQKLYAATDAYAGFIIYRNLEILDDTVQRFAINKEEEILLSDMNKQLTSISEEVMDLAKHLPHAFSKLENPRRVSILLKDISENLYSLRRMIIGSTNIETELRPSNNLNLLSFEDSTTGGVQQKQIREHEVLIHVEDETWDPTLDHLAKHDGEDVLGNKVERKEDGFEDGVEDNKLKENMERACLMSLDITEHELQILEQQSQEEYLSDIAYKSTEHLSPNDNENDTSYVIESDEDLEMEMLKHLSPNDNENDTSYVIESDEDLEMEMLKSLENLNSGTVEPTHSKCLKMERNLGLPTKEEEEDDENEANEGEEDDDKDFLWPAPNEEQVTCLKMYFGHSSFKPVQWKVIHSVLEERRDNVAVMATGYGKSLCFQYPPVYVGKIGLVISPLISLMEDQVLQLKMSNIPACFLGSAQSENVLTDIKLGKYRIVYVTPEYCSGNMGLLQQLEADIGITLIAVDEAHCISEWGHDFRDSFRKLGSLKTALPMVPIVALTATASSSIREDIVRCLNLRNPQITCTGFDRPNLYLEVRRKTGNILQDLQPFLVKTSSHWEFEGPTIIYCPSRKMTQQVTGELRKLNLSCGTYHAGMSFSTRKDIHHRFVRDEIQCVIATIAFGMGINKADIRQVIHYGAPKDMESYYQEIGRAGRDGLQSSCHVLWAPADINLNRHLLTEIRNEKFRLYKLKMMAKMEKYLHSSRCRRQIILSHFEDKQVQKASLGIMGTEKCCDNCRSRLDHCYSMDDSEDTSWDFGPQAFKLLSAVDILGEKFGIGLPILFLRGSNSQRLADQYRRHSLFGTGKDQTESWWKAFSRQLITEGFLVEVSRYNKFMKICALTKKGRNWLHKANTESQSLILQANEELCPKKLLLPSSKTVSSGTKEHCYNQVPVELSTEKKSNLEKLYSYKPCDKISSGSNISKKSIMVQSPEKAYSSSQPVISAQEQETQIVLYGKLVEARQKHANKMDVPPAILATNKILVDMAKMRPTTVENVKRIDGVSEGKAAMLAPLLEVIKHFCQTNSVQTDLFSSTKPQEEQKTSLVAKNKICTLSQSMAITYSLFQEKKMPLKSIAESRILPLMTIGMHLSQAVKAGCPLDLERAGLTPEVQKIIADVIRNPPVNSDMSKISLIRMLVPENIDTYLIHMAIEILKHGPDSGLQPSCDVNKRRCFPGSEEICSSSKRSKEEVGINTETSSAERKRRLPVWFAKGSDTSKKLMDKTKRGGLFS
#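 Screening of the MLSMR collection measured strand separation of a quenched forked DNA duplex (100 nM) by 20 nM WRN with 2 mM ATP, all final. Compounds were preincubated with enzyme 15 min at room temperature.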
# EPAC1 ag = qHTS for Agonist of cAMP-regulated guanine nucleotide exchange factor 3 (EPAC1): primary screen; Rap guanine nucleotide exchange factor 3 (Homo sapiens), O95398; EPAC1 agonist qHTS, biochemical assay; response scale: 100% = response to 6.5 mM cAMP; Potency, µM (series often up to 154 µM), without a hit: top-dose activation, most hits filed as activators; hit rate 0.073% among 360,000; also: potency is read from the fitted curve at half-maximal effect; nearly all actives have a fitted effect of over 60% in size
#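 Multi-concentration qHTS readout: loss of Rap1B-bound BODIPY-GDP fluorescence driven by 100 nM EPAC1 with excess GDP (50 uM), monitored kinetically at room temperature; agonist response expressed relative to 6.5 mM cAMP.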
# EPAC2 antag = qHTS for Antagonist of cAMP-regulated guanine nucleotide exchange factor 2 (EPAC2): primary screen. Rap guanine nucleotide exchange factor 4 (Homo sapiens), Q8WZA2. EPAC2 GEF exchange of Rap1B-BODIPY-GDP, fluorescence. Potency, µM (doses to about 114 µM), without a hit: at the top dose activity, negative = inhibition, most hits filed as inhibitors. hit rate 0.18% among 360,000; also: potency is read from the fitted curve at half-maximal effect; % is scaled to controls: 0 for no effect and ±100 for the full control effect; nearly all actives have a fitted effect of over 45% in size; many of its hits are not listed in these tables
# PLK1 PBD block = qHTS for Inhibitors of PLK1-PDB (polo-like kinase 1 - polo-box domain): Primary Screen; Serine/threonine-protein kinase PLK1 (Homo sapiens), P53350; Plk1 PBD binding of FITC phosphopeptide, fluorescence polarization; Potency, µM, inactives show max response, negative = inhibition, actives largely listed as inhibitors; hit rate 2.8% among 360,000; AID 720504, 2013; also: potency is read from the fitted curve at half-maximal effect; series mostly up to about 57 µM; % is scaled to controls: 0 for no effect and ±100 for the full control effect; nearly all actives have a fitted effect of over 65% in size
# EPAC1 antagonist = qHTS for Antagonist of cAMP-regulated guanine nucleotide exchange factor 3 (EPAC1): primary screen. Rap guanine nucleotide exchange factor 3 (Homo sapiens), O95398. EPAC1 GEF assay, Rap1b-BODIPY-GDP exchange fluorescence. Potency, µM (doses to about 115 µM), inactives show top-dose activity change, negative = inhibition, actives largely listed as inhibitors. hit rate 0.14% among 360,000. AID 720709, 2013;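 also: potency is read from the fitted curve at half-maximal effect; plate controls were vehicle for no effect and positive control for full effect; nearly all actives have a fitted effect of over 50% in size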
# Mm-Cpn inhibitor = Inhibitors of TCP-1 ring complex (TRiC) of Methanococcus maripaludis (MmCpn): qHTS. Chaperonin Mm-Cpn (Methanococcus maripaludis). purified Mm-Cpn ATPase, ADP Transcreener TR-FRET. Potency, µM (series often up to 76.9 µM), inactives show at the highest dose activity, negative = inhibition, hits mostly inhibitors. hit rate 0.031% among 330,000. AID 504842, 2011; also: potency is read from the fitted curve at half-maximal effect; % is scaled to controls: 0 for no effect and ±100 for the full control effect; nearly all actives have a fitted effect of over 80% in size
#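 Purified archaeal chaperonin (25 nM final) was preincubated with compound for 10 min at 37°C, then ATP (10 uM final) was added for 30 min at 37°C in Tris pH 7.4/KCl/MgCl2/DTT buffer. ADP was quantified by HTRF Transcreener TR-FRET.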
# CCT modulator = High-Throughput Screening for Modulators of Cytosolic Chaperonin Activity. purified chaperonin ATPase assay, HTRF ADP detection, 30 min. activity change, % (concentration not given with the values), hits read low. hit rate 0.3% among 360,000. AID 651819, 2012; in the data active = activity change below about -30%; also: % is scaled to controls: 0 for no effect and ±100 for the full control effect
#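 ATPase activity: ADP formed was measured by HTRF Transcreener (665/615 nm ratio) after 30 min at 37 deg C with 10 uM ATP. Compounds screened at one 76 uM concentration against 40 or 20 nM TRiC in Tris pH 7.4/KCl/MgCl2/DTT buffer.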
# PI5P4Ka inh = qHTS for Inhibitors of phosphatidylinositol 5-phosphate 4-kinase (PI5P4K); PI5P4Kalpha enzyme, ADP-Glo luminescence, 60 min; stronger effect = lower value; max response, %; hit rate 1.2% among 330,000; AID 652105, 2013; active = max response of -50% or lower; inconclusive = between -30% and -50%; inactive = -30% or higher; also: value at the top dose of about 77 µM; % is scaled to controls: 0 for no effect and ±100 for the full control effect
#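 PI5P4Kalpha ADP-Glo assay; 5 microM ATP final; 60 min RT reaction; HEPES pH 7.4/EGTA/CHAPS, 5% DMSO; controls lacking substrate or enzyme; luminescent end-point.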
# Starred values were filed as active, the others as inactive; ? = inconclusive; / = not tested or not shown; [ ] = remark or other dose. Unless noted, calls follow the shape of the dose curve; as a rule, active = well fitted curve in the direction sought with a large enough effect; inconclusive = small, poorly fitted or top-dose-only effect, or another doubt; inactive = no such curve, though single readings can be large; an effect the other way counts as inactive or inconclusive. Not all compounds are listed; the hit share may differ from the screen's.
SMILES,WRN helicase inh,EPAC1 ag,EPAC2 antag,PLK1 PBD block,EPAC1 antagonist,Mm-Cpn inhibitor,CCT modulator,PI5P4Ka inh
CCn1c(SCC(=O)N2c3ccccc3CC2C)nnc1-c1ccco1 (stereo not drawn),4%,3%,9%,-12%,20%,/,-1.0,/
COC(C[C@H](O)C[C@@H](O)[C@H](C)OCc1ccccc1)OC,1%,-2%,2%,-5%,-20%,-1%,0.0,2
O=C(CSc1nc2ccccc2c(=O)n1NC(=O)Cc1ccccc1)NCc1ccco1,-30%,0%,7%,-4%,16%,-4%,1.9,/
O=C(Nc1cccnc1Cl)C1c2ccccc2Oc2ccccc21,-8%,0%,9%,-11%,1%,2%,-3.7,0
Cc1cccnc1NC(=O)c1ccccc1NC(=O)C(C)(C)C,3%,3%,6%,-6%,-6%,0%,-4.5,2
C=CCn1c(=O)c(C(=O)Nc2ccc(C)cn2)c(O)c2ccccc21,5%,1%,10%,-2%,-9%,1%,-0.9,2
COc1ccccc1C(=O)NCCn1cc(SCC(=O)Nc2nnc(C)s2)c2ccccc21,-3%,-2%,8%,-6%,4%,2%,-1.0,0
O=c1cc2c(nn1Cc1ccccc1)-c1ccccc1CC2,0%,4%,2%,-4%,1%,1%,2.0,-1
COc1ccc(OC)c(NC(=O)CCN2CC(C)CC(C)C2)c1 (stereo not drawn),11%,-14%,10%,24µM*,4%,0%,0.1,0
Cc1cccc(-c2noc(Cc3ccccc3)n2)c1,-12%,20%,-1%,-1%,-11%,0%,-1.0,/
O=C(Nc1cccc(Cl)c1)C1CCCN(S(=O)(=O)c2cnc[nH]2)C1 (stereo not drawn),8%,-12%,15%,-6%,-2%,3%,1.8,1
COC(=O)[C@@H]1C[C@@]2(O)[C@@H](O)[C@@H](O)[C@@H](O)C[C@H]2N1Cc1cc(OC)cc(OC)c1,2%,-16%,1%,-23%,-7%,-1%,-2.5,-2
CCOC(=O)C1=C(C)S/C(=C\N(C)C)C1=O,-17%,7%,0%,-12%,-31%,-7%,3.6,7
O=C(Nn1cnc2ccccc2c1=O)c1ccc([N+](=O)[O-])cc1Cl,-21%,10%,-5%,-3%,0%,1%,0.2,0
O=S(=O)(c1ccc(-c2nnc(SCc3nnc(-c4ccccc4)o3)o2)cc1)N1CCCC1,2%,-6%,13%,-2%,3%,-2%,2.6,/
CNc1ccc(Br)cc(C(=O)/C=C/c2cccc(OC)c2OC)c1=O,11%,7%,5%,-8%,13%,-1%,1.0,0
COc1cccc(Nc2nc(-c3sc(NC(=O)c4ccco4)nc3C)cs2)c1,5%,-12%,3%,?,2%,-13%,-1.6,-30
COc1ccc(-c2occ(C(=O)O)c2C(=O)O)cc1,5%,-8%,7%,0%,-3%,-1%,1.4,-3
CC(C)=C1C2CCC1C1C(=O)N(c3ccc(C)c(C)c3)C(=O)C21 (stereo not drawn),3%,-1%,6%,-14%,1%,0%,-0.1,-1
CCCCCn1c(=O)[nH]c2cc(C(=O)N3CCN(c4ccccc4F)CC3)ccc2c1=O,-6%,-8%,15%,-6%,-7%,5%,1.2,-6
COc1ccc(-c2nc3ccc(C)cn3c2Cc2cccc(Cl)c2)cc1OC,-4%,14%,-28%,4%,-5%,/,-0.9,7
Cc1ccc2ccccc2c1NC(=O)c1ccco1,0%,7%,1%,-10%,-4%,2%,-1.9,3
Cc1ccc(SCCNC(=O)/C=C/c2ccc([N+](=O)[O-])cc2)cc1,-13%,-2%,0%,-3%,0%,1%,0.4,2
O=C(O)c1cc(S(=O)(=O)Nc2cccc3ccccc23)c(Cl)cc1Cl,-8%,-5%,5%,?,5%,2%,-4.4,-12
O=C(O)C(c1ccccc1)c1ccccc1,-5%,0%,9%,-3%,3%,/,0.2,0
Cc1nc(CCNC(=O)CC2C(=O)NCCN2Cc2ccc(F)cc2)sc1C (stereo not drawn),-3%,-2%,10%,-16%,2%,4%,0.4,2
COCCn1c(SCC(=O)Nc2nnc(C)s2)nnc1-c1ccco1,-1%,7%,-2%,4%,-7%,-2%,0.6,0
CN(C)CCN1C(=O)c2ccccc2C1=O,0%,-11%,5%,-8%,15%,0%,0.1,0
O=C(Nc1ccc2c(c1)OCO2)C(c1ccccc1)N1CCC2(CC1)OCCO2 (stereo not drawn),0%,4%,-5%,3%,3%,-2%,-1.9,-1
CSc1ncnc2c1ccn2CC(=O)Nc1ccc(C)c(C)c1,3%,-5%,16%,0%,4%,0%,-0.5,-7
O=C(c1cc([N+](=O)[O-])ccc1Cl)N1c2ccccc2Sc2ccccc21,-2%,16%,-26%,-5%,-10%,0%,1.3,20
Cc1ccc(S(=O)(=O)N2CCN(C(=O)COC(=O)COc3ccc(Cl)cc3C)CC2)c(C)c1,-1%,-1%,-6%,-9%,-25%,/,-3.4,0
O=C(Nn1c(C2CCCCC2)nc2ccccc2c1=O)c1ccc([N+](=O)[O-])cc1Cl,-7%,-8%,-26%,-10%,-15%,0%,-3.5,7
Cn1cc(CCC(=O)N2CCCC(CCC(=O)NCc3ccc(F)c(F)c3)C2)cn1 (stereo not drawn),3%,-10%,1%,1%,-12%,-1%,-0.5,5
CN=C1SC(CC(=O)Nc2cccc(C(F)(F)F)c2)C(=O)N1C (stereo not drawn),-5%,-6%,-13%,-14%,-20%,2%,-1.2,/
C=CC[C@@H](CC(=O)N[C@H](CO)Cc1ccccc1)C(=O)N[C@H](COC(=O)[C@@H](CC=C)Cc1ccc(F)cc1)Cc1ccccc1,6%,-8%,0%,-6%,-9%,-4%,-4.9,0
CS(=O)(=O)/C(C#N)=C/c1c(-c2ccccc2)nc2n1CCS2,-1%,0%,20%,7%,-2%,0%,1.4,2
CSCCCNC(=S)Nc1ccc(N2CCOCC2)cc1,2%,-5%,-4%,-8%,7%,-1%,2.1,1
CCc1cccc(NS(=O)(=O)c2cccc3cccnc23)c1,-5%,-2%,-11%,-7%,0%,0%,0.5,2
CCN(CC(=O)Nc1cc(Cl)ccc1OC)CC(=O)NC1CCS(=O)(=O)C1 (stereo not drawn),7%,-6%,4%,3%,9%,-1%,-3.3,-5
CCN(CC)CCNc1ncnc2c1sc1nc(N3CCOCC3)c3c(c12)CC(C)(C)SC3,10%,-7%,9%,-9%,2%,1%,0.1,0
Cc1ccc(C(C)C)c(OCC(=O)N2CCOCC2)c1,0%,0%,0%,-10%,1%,0%,-1.5,0
CC(C)c1ccc(OCC(=O)N(Cc2ccco2)C2CCS(=O)(=O)C2)cc1 (stereo not drawn),-4%,-10%,-10%,-1%,6%,0%,-2.1,0
COc1ccc(NC(=O)CCN2CCCCCC2)cc1,-2%,14%,-1%,-16%,-14%,0%,2.6,9
COc1ccc(NC(=O)C2CC(=O)N(c3ccccc3C)C2)c(OC)c1 (stereo not drawn),-5%,1%,0%,-3%,1%,0%,0.0,-8

# One compound at a time, as listed above. Screens in order: WRN helicase inh, EPAC1 ag, EPAC2 antag, PLK1 PBD block, EPAC1 antagonist, Mm-Cpn inhibitor, CCT modulator, PI5P4Ka inh
# COc1ccc(NC(=O)CCN2CCCCCC2)cc1 across the screens: -2%, 14%, -1%, -16%, -14%, 0%, 2.6, 9
# CN=C1SC(CC(=O)Nc2cccc(C(F)(F)F)c2)C(=O)N1C (stereo not drawn) across the screens: -5%, -6%, -13%, -14%, -20%, 2%, -1.2, /
# O=C(CSc1nc2ccccc2c(=O)n1NC(=O)Cc1ccccc1)NCc1ccco1 across the screens: -30%, 0%, 7%, -4%, 16%, -4%, 1.9, /

# 7 compounds from above with just PI5P4Ka inh and EPAC1 ag.
molecule | PI5P4Ka inh | EPAC1 ag
CN=C1SC(CC(=O)Nc2cccc(C(F)(F)F)c2)C(=O)N1C (stereo not drawn) | / | -6%
C=CC[C@@H](CC(=O)N[C@H](CO)Cc1ccccc1)C(=O)N[C@H](COC(=O)[C@@H](CC=C)Cc1ccc(F)cc1)Cc1ccccc1 | 0 | -8%
CS(=O)(=O)/C(C#N)=C/c1c(-c2ccccc2)nc2n1CCS2 | 2 | 0%
CSCCCNC(=S)Nc1ccc(N2CCOCC2)cc1 | 1 | -5%
CCc1cccc(NS(=O)(=O)c2cccc3cccnc23)c1 | 2 | -2%
CCN(CC(=O)Nc1cc(Cl)ccc1OC)CC(=O)NC1CCS(=O)(=O)C1 (stereo not drawn) | -5 | -6%
CCN(CC)CCNc1ncnc2c1sc1nc(N3CCOCC3)c3c(c12)CC(C)(C)SC3 | 0 | -7%

# Other entries:
SMILES,WRN helicase inh,EPAC1 ag,EPAC2 antag,PLK1 PBD block,EPAC1 antagonist,Mm-Cpn inhibitor,CCT modulator,PI5P4Ka inh
COc1cc(C(=O)c2ccccc2Cl)c([N+](=O)[O-])cc1OC,0%,-4%,?,3%,-6%,2%,0.3,-5
Cn1nnnc1SCc1nnc(-c2ccc(F)cc2)o1,-28%[57.1 µM],-1%,2%,-8%,9%,3%,-4.9,-13
COc1ccccc1CN(C)CC(=O)Nc1cccc(S(=O)(=O)N2CCCCC2)c1,-6%,11%,-5%,-1%,4%,-4%,-2.0,-3
N#CC1(NC(=O)COC(=O)CSc2ccc(F)cc2)CCCCC1,8%,-9%,6%,-22%,-6%,2%,1.1,-5
COc1cc(/C=C/C(=O)NC(C)(C)C)ccc1OCc1ccccc1,-6%,0%,4%,-3%,-16%,-1%,-0.3,3
CCCN=C1N(C)C[C@@H]2[C@@H]3C(=O)N(C)C(=O)[C@@H]3[C@](CC)(C(=O)OC)N12,0%,-12%,4%,-5%,3%,-3%,-0.9,0
